APP 5'UTR act = activates APP 5'UTR luciferase reporter; SH-SY5Y APP 5'UTR luciferase reporter, luminescence; zero percent = DMSO vehicle wells; activation, % at 2 µM; 190,000 compounds, 1% hits; AID 1276;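 active = activation above a set limit, based on mean plus 3 SD of controls, cut at about 140% in these data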; note: values of inactives mirror those of a sister screen read the other way
STAT3 inh = inhibitors of IL-6 induced STAT3 signaling. U3A cells, IL-6 STAT3-luciferase reporter, luminescence; host cell line lacks STAT1. inhibition, % at 5.5 µM. 190,000 compounds, 0.89% hits;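 active = inhibition above the mean inhibition across all screened compounds plus 3 SD, cut at about 44% in these data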;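 note: 0% = DMSO only wells and 100% = 100 µM nifuroxazide control wells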
STAT1 activator = activators of IFN-gamma induced STAT1 signaling. activation (% of control), % at 5.5 µM. 200,000 compounds, 2.6% hits. NIH 3T3 STAT1-luciferase reporter, luminescence; 100% = IFN-gamma alone, no compound;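 active = activation above the screen-wide mean activation plus 3 SD, cut at about 130% in these data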;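 note: raw ratio to IFN-gamma control signal so 100% means no change and 0% no light; values of inactives mirror those of a sister screen read the other way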
NF-kB expr up = raises NF-kB expression in human neuronal cells. NF-kB reporter expression; stronger effect = higher value. AID 1239. fold change at 12.5 µM. 190,000 compounds, 1.6% hits; in the data active = fold change above about 3.3
APP transl inh = APP translation inhibition; SH-SY5Y APP 5'UTR-luciferase reporter, luminescence; inhibition, % at 2 µM; 190,000 compounds, 0.82% hits; AID 1285;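 active = inhibition above a set limit, derived from the sample mean plus 3 SD, cut at about 45% in these data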; note: values of inactives mirror those of a sister screen read the other way
STAT1 blocker = STAT1 signaling inhibition; 200,000 compounds, 0.35% hits; NIH 3T3 STAT1-luciferase reporter, IFN-gamma, luminescence; inhibition, % at 5.5 µM;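 active = inhibition above a set limit, the mean inhibition across all tested compounds plus 3 SD, cut at about 34% in these data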;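 note: 0% = IFN-gamma with DMSO and 100% = IFN-gamma with 300 µM nifuroxazide; values of inactives mirror those of a sister screen read the other way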
RAM inhibit = yeast RAM network inhibition; S. cerevisiae dse1pr::URA3 reporter, 5-FOA growth OD615, 2 d; analog-sensitive cbk1-as2 kinase mutant strain; inhibition, % at 50 µM; 190,000 compounds, 1.8% hits; AID 868;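 active = inhibition above a set limit, 3 SD over mean compound inhibition, cut at about 8.4% in these data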;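 note: 0% = DMSO-only wells with no growth and 100% = 10 µM 1-NA-PP1 full growth; inhibition rescues growth on 5-FOA so higher OD means more RAM inhibition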
STAT3 act = increases IL-6 driven STAT3 reporter signal; U3A cells, IL-6 STAT3-luciferase reporter, luminescence; 100% = signal with IL-6 EC80 alone; activation (% of control), % at 5.6 µM; 190,000 compounds, 0.91% hits;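 active = activation above the screen-wide mean of compound activation plus 3 SD, cut at about 130% in these data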;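 note: 0% = background luminescence of wells with medium and substrate only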
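Test system: Human STAT1-deficient U3A cells with stable STAT3-luciferase reporter | Also added: Interleukin-6, 33 ng/mL | Timing: Compound pre-incubation 1 h before IL-6, then 6 h stimulation at 37 °C | Technique: Luciferase reporter luminescence | Read-out: Percent of IL-6-only median luminescence | Benchmarks: IL-6-only wells as 100% reference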
Hsp70 activator = Hsp70 transcriptional activation, primary screen; HeLa Hsp70 promoter luciferase reporter, luminescence; scaled: vehicle 0, proteasome-inhibitor control 100%; activation, % at 10 µM; 200,000 compounds, 0.04% hits;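 active = activation above the mean across all tested compounds plus 3 SD, cutoff set per campaign, cut at about 5.5% in these data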;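 note: 100% = MG132 at 30 µM as the positive control and 0% = DMSO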
FLuc inhib CS = inhibits firefly luciferase, flagging false hits in luciferase inhibition screens; P08659; ATPLite firefly luciferase biochemical luminescence, 10 min; inhibition, % at 10 µM; 200,000 compounds, 1.5% hits; AID 1006;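 active = inhibition above about 50% when tested at 10 µM, limit read from the data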
Target sequence (P08659 whole entry, looked up): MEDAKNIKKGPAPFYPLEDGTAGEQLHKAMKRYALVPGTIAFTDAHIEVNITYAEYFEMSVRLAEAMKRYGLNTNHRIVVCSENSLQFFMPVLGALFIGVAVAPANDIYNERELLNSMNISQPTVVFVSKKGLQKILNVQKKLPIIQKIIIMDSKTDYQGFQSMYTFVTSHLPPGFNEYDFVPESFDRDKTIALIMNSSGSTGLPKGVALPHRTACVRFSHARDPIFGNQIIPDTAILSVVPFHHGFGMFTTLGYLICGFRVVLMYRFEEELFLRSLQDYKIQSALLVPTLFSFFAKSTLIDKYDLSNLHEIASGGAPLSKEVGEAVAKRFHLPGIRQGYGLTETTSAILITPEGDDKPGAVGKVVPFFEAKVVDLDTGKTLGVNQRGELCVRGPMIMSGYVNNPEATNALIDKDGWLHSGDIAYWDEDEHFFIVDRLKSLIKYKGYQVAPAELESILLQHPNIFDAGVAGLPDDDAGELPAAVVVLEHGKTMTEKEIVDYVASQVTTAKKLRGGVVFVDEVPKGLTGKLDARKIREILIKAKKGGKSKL
The depositor's hits bear a star; x = not tested or not shown.

[1] CN(C)S(=O)(=O)c1cccc(NC(=O)CN2C(=O)NC(CCc3ccccc3)C2=O)c1 (configuration not stated)
[2] COc1ccc(NC(=O)N(CCc2ccccc2)Cc2cc3c(C)cc(C)cc3[nH]c2=O)cc1
[3] N=c1sccn1CC(=O)Nc1cc(S(=O)(=O)N2CCCC2)ccc1Cl
[4] Cc1[nH]c(=O)[nH]c(=O)c1NC(=O)CSc1ncccc1-c1nc2ccccc2[nH]1
[5] CCc1nnc(SCC(=O)Nc2ccc(N3CCOCC3)cc2)o1
[6] Clc1cccc(Cl)c1/C=N\Nc1nccs1
[7] CC(C)(C)NS(=O)(=O)c1ccc(NC(=O)Cc2ccccc2[N+](=O)[O-])cc1
[8] CCCC1(C(=O)OCC)NC(c2ccco2)C2C(=O)N(C)C(=O)C21 (configuration not stated)

Screen / compound no.	1	2	3	4	5	6	7	8
APP 5'UTR act	66	1	10	13	x	-11	22	0
STAT3 inh	0	1	-12	9	-1	11	-9	10
STAT1 activator	105	112	93	96	106	97	94	100
NF-kB expr up	1	0.81	1.2	0.71	1.6	2	0.94	1.2
APP transl inh	-66	-1	-10	-13	x	11	-22	0
STAT1 blocker	-6	-11	6	4	-2	3	5	-1
RAM inhibit	1.0	3.1	2.0	1.3	0.0	0.4	0.7	0.8
STAT3 act	101	100	111	97	101	101	108	98
Hsp70 activator	-0.1	-0.5	-0.1	0.0	-0.2	0.2	-0.3	-0.3
FLuc inhib CS	0	-6	-4	1	-4	-4	-6	-7

[9] CCC(=O)Nc1c(C(=O)Nc2cccc(OC)c2)oc2ccccc12
[10] COc1ccc(OC)c(C2=Nn3c(nnc3-c3cc(OC)c(OC)c(OC)c3)SC2)c1
[11] CCOC(=O)c1ccc(NC(=O)CSc2nnc(-c3cccs3)n2C)cc1
[12] Cc1c(O)ccc2c3c(c(=O)oc12)CCCC3
[13] O=C1NCC(=O)N(Cc2ccccc2)/C1=C/c1ccccc1
[14] Cn1nc(C(=O)NCc2ccc(F)cc2)c2ccccc2c1=O
[15] O=C(N/N=C/c1ccc(-c2cccc([N+](=O)[O-])c2)o1)c1ccc([N+](=O)[O-])cc1
[16] CC(=O)Nc1nc2ccccc2n1Cc1ccccc1

Screen / compound no.	9	10	11	12	13	14	15	16
APP 5'UTR act	52	-3	4	-10	-1	8	6	0
STAT3 inh	18	14	11	4	0	16	22	11
STAT1 activator	112	90	102	99	94	96	101	102
NF-kB expr up	1	0.57	1.1	0.9	1.1	0.88	0.66	1.2
APP transl inh	-52	3	-4	10	1	-8	-6	0
STAT1 blocker	-14	11	-2	1	5	4	-3	-2
RAM inhibit	4.1	7.3	2.4	0.0	1.0	1.4	2.5	0.8
STAT3 act	88	93	93	99	101	89	85	94
Hsp70 activator	0.0	0.0	-0.3	-0.3	0.0	0.0	-0.1	-0.2
FLuc inhib CS	-2	-5	2	-2	-8	x	-3	-8

[17] Cc1nn(C)cc1C(C(=O)NC1CCCCC1)N(C(=O)Cc1cccs1)c1ccc(C(C)C)cc1 (configuration not stated)
[18] O=C(O)CC(CNS(=O)(=O)c1cccc2nsnc12)c1ccccc1 (configuration not stated)
[19] Cc1ccc(S(=O)(=O)N2CCN(CC(=O)N/N=C\c3cccnc3)CC2)cc1
[20] O=C(Cn1cccc1C(=O)c1ccccc1)NCc1ccccc1
[21] O=C(NCCc1ccccc1)C(=O)NCC1CCNCC1
[22] Cc1cc2ncn(-c3ncnc4sc5c(c34)CCCC5)c2cc1C
[23] NC(=S)N/N=C\c1ccc(-c2cccc(Cl)c2Cl)o1
[24] CCOc1cc(C(N)=O)cc(Br)c1OCc1ccccc1

Screen / compound no.	17	18	19	20	21	22	23	24
APP 5'UTR act	-4	-3	6	9	-1	-5	11	18
STAT3 inh	6	6	2	-4	12	12	4	10
STAT1 activator	101	99	105	106	96	100	108	96
NF-kB expr up	0.89	1.2	0.92	1.3	1.1	0.83	1.1	1
APP transl inh	4	3	-6	-9	1	5	-11	-18
STAT1 blocker	-1	1	-5	-6	2	0	-8	2
RAM inhibit	2.9	1.8	3.6	0.0	0.8	2.7	3.0	-0.7
STAT3 act	100	99	100	100	95	92	94	96
Hsp70 activator	-0.1	-0.1	-0.4	-0.3	-0.3	-0.3	-0.1	-0.4
FLuc inhib CS	-6	-3	-4	-1	-6	-8	-1	-4

[25] COc1cc(OC)c(C2C(C#N)=C(N)OC3=C2C(=O)CC(C)(C)C3)cc1OC (configuration not stated)
[26] CN(C)S(=O)(=O)c1ccc(C(=O)Nc2nc3ccccc3[nH]2)cc1
[27] COC(=O)c1nc(NC(=O)c2ccccc2Br)n[nH]1
[28] COc1cc2c(cc1NC(=O)COC(=O)CNC(=O)c1ccccc1)oc1ccccc12
[29] Cc1ccc2c(c1)-c1cc(C)nn1C(c1sccc1C)N2 (configuration not stated)
[30] COc1ccccc1Oc1coc2cc(OC(=O)N3CCOCC3)ccc2c1=O
[31] COC(=O)C1=C(O)/C(=C\c2ccc(CNS(=O)(=O)c3ccc(Cl)cc3)o2)N=C1C
[32] CSc1ncc(CN2CCN(CCC(C)C)C(CCO)C2)cn1 (configuration not stated)

Screen / compound no.	25	26	27	28	29	30	31	32
APP 5'UTR act	9	101	15	50	14	0	-26	-3
STAT3 inh	9	2	12	2	0	-6	-7	9
STAT1 activator	89	143*	106	123	98	98	95	97
NF-kB expr up	1.2	1.2	1	1.7	1.8	0.84	1	0.87
APP transl inh	-9	-101	-14	-50	-14	0	26	2
STAT1 blocker	12	-51	-8	-28	2	1	5	1
RAM inhibit	0.1	1.5	1.3	7.3	10*	2.3	2.0	0.0
STAT3 act	97	100	96	103	103	107	104	96
Hsp70 activator	0.2	-0.3	-0.3	0.7	-0.4	0.1	-0.3	-0.3
FLuc inhib CS	-1	24	-2	-4	0	-6	-2	-7

4 entries picked at random from those above, as already listed:
[8] CCCC1(C(=O)OCC)NC(c2ccco2)C2C(=O)N(C)C(=O)C21 (configuration not stated)
[20] O=C(Cn1cccc1C(=O)c1ccccc1)NCc1ccccc1
[11] CCOC(=O)c1ccc(NC(=O)CSc2nnc(-c3cccs3)n2C)cc1
[9] CCC(=O)Nc1c(C(=O)Nc2cccc(OC)c2)oc2ccccc12

Screen / compound no.	8	20	11	9
APP 5'UTR act	0	9	4	52
STAT3 inh	10	-4	11	18
STAT1 activator	100	106	102	112
NF-kB expr up	1.2	1.3	1.1	1
APP transl inh	0	-9	-4	-52
STAT1 blocker	-1	-6	-2	-14
RAM inhibit	0.8	0.0	2.4	4.1
STAT3 act	98	100	93	88
Hsp70 activator	-0.3	-0.3	-0.3	0.0
FLuc inhib CS	-7	-1	2	-2

Other results.
[33] CCN1CCN(c2ncnc3c2cnn3-c2ccccc2)CC1
[34] CCOc1ccc(OCC)c(NC(=O)C2CCN(c3nn4c(=O)cc(C)nc4s3)CC2)c1
[35] CC(=O)NCCC(=O)Nc1ccc(C)c(F)c1
[36] COc1ccc(N2CCN(C(=O)C3CCN(S(=O)(=O)c4cccs4)CC3)CC2)cc1
[37] CCOC(=O)CSc1n[nH]c(-c2ccco2)n1
[38] C[C@]12CC[C@@H]3c4ccc(OC(=O)c5ccccc5)cc4CC[C@H]3[C@@H]1CC[C@@H]2O
[39] CCOC(=O)/C(=N/Nc1ccc(OC)cc1)Sc1nnc(CCc2ccccc2)n1-c1ccccc1
[40] CC1CCN(c2ccc(/C=C(\C#N)c3nn(-c4ccccc4)c(N)c3C#N)cc2[N+](=O)[O-])CC1

Screen / compound no.	33	34	35	36	37	38	39	40
APP 5'UTR act	34	-6	2	17	-1	14	-20	-10
STAT3 inh	14	17	-5	4	7	-7	-6	-8
STAT1 activator	117	101	105	91	99	99	105	92
NF-kB expr up	1.8	0.84	1	0.96	1.3	1.1	1.2	0.52
APP transl inh	-34	6	-2	-17	1	-14	20	10
STAT1 blocker	-19	-3	-5	8	1	1	-5	9
RAM inhibit	2.8	8.1	0.5	2.1	0.9	3.6	7.8	2.5
STAT3 act	96	90	107	98	98	108	105	106
Hsp70 activator	0.1	-0.3	-0.3	-0.2	-0.1	-0.4	-0.1	0.0
FLuc inhib CS	-4	-1	-3	-4	-6	0	-4	-6

[41] CC(=O)N(c1ccc(N(C(C)=O)S(=O)(=O)c2cccs2)cc1)S(=O)(=O)c1cccs1
[42] Cc1cc(C)c(C2=NOC3C4CCC(C4)C23)c(C)c1 (configuration not stated)
[43] O=C(NNC(=O)C1CC(c2cccnc2)=NO1)Nc1ccccc1F (configuration not stated)
[44] NC(=O)C1CCN(CC(=O)NC2CCCc3ccccc32)CC1 (configuration not stated)
[45] COc1ccc(CCNC(=S)NCCc2c[nH]c3ccccc23)cc1
[46] CC1CCN(C(=O)Nc2ccc3nsnc3c2)CC1
[47] O=C(O)C1Cc2ccccc2CN1C(=O)CSc1nnc2ccccn12 (configuration not stated)
[48] COc1ccc(C(=O)/C=C2/c3ccccc3CC(C)(C)N2C)cc1

Screen / compound no.	41	42	43	44	45	46	47	48
APP 5'UTR act	1	7	-6	14	22	25	8	-48
STAT3 inh	-22	0	9	-1	8	-3	0	2
STAT1 activator	94	91	99	105	101	105	106	111
NF-kB expr up	1.5	1	1.2	1.9	1.1	1.8	0.91	1.4
APP transl inh	-1	-8	6	-14	-22	-25	-8	48*
STAT1 blocker	3	10	0	-6	-3	-5	-8	-12
RAM inhibit	1.2	0.0	0.4	0.0	3.0	0.3	-1.0	1.1
STAT3 act	119	96	103	102	100	107	102	107
Hsp70 activator	-0.3	0.0	-0.2	-0.2	-0.2	0.1	-0.4	-0.1
FLuc inhib CS	-3	-1	-5	-9	-8	24	-5	13

[49] CC(C)c1onc(C(=O)NC2CCCCC2)c1[N+](=O)[O-]
[50] COc1ccc(C2=NOC(C(=O)NCC(C)C)C2)cc1 (configuration not stated)
[51] COC(=O)C1=C(C)N=C2SC(C)C(=O)N2C1/C=C/c1ccccc1OC (configuration not stated)
[52] NC(=S)N/N=C/c1cccc(O)c1O
[53] CC(C)c1ccc(NC(=O)c2cc(Br)ccc2Br)cc1
[54] O=C(Nc1cccc(C(F)(F)F)c1)c1cccnc1N1CCOCC1
[55] COC(=O)c1ccc(CSc2nc(C(F)(F)F)c3c(c2C#N)CCC3)o1
[56] CCOC(=O)C(=Cc1cc(=O)c(OC)co1)C(=O)OCC
[57] COc1ccc(NCc2nnc(SCc3ccccc3)n2-c2ccc(OC)cc2)cc1

Screen / compound no.	49	50	51	52	53	54	55	56	57
APP 5'UTR act	20	13	-5	7	-17	-4	11	-12	-1
STAT3 inh	7	6	9	10	8	1	13	-6	10
STAT1 activator	109	124	102	102	105	99	95	99	95
NF-kB expr up	1.1	1.6	1.1	0.68	1.3	1	1.2	0.44	0.84
APP transl inh	-20	-13	5	-7	17	4	-11	12	1
STAT1 blocker	-11	-26	-2	-4	-6	3	6	3	6
RAM inhibit	-0.6	0.0	1.7	-0.1	4.0	2.1	5.7	0.0	2.8
STAT3 act	104	97	97	95	97	97	91	102	100
Hsp70 activator	-0.1	-0.1	-0.3	0.1	-0.1	-0.4	0.0	-0.3	0.0
FLuc inhib CS	-7	-3	-7	0	-6	-6	-5	-3	-4
